Screens deposited in PubChem by several laboratories.
PHOSPHO1 inh – inhibitors of human PHOSPHO1 phosphatase. Q8TCT1. recombinant PHOSPHO1, absorbance phosphatase assay. inhibition, % at 13.3 µM. 290,000 tested, 1.1% active. AID 1565; in the data active = inhibition above about 60%
Target sequence (Q8TCT1 whole entry, looked up): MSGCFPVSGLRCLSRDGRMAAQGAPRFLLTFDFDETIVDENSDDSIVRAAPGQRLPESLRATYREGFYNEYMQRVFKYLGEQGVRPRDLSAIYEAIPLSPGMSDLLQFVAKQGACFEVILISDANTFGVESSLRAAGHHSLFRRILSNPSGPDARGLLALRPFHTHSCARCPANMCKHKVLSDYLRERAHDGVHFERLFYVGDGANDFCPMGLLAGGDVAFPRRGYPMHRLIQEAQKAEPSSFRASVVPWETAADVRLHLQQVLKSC
GalR3 antagonist – blocks the human galanin receptor 3. O60755. HEK293 GalR3-CNG cAMP membrane potential fluorescence; galR3 body fused to GalR1 C-terminus. inhibition, % at 3 µM. 360,000 tested, 0.44% active. AID 651719;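 active = inhibition above the screen-wide average plus 3 SD, cut at about 13% in these data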;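 also: forskolin and galanin both at EC90 stimulate the cells; cAMP rise reported by CNG channel membrane potential dye signal; 0% = forskolin plus galanin with DMSO and 100% = forskolin alone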
Target sequence (O60755 1-299 limits assumed): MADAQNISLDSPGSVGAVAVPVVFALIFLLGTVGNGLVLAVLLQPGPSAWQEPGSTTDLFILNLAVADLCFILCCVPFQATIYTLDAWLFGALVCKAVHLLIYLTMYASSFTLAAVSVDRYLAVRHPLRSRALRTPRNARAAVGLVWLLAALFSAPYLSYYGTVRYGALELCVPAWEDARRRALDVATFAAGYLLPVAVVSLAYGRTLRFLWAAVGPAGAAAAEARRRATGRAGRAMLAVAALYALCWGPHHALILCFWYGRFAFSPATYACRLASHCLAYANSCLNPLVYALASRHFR
MEKK3 PB1 HTS – MEKK3-MEK5 PB1 interaction, increase or decrease | Q99759 | bead-based flow cytometry, Alexa488-MEK5 binding to MEKK3; actives lie on both sides; 0 = blocked by unlabeled MEK5, 100 = vehicle | binding response (% of control), % at 10 µM | 290,000 tested, 1.4% active;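 active = binding response more than 3 SD above or below the average of its plate-row segment, actives on both sides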;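 also: Alexa488 bead fluorescence after subtracting the streptavidin-only scavenger bead signal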
CRFBP-R2 block – antagonists of CRF-binding protein/CRF-R2 receptor complex. inhibition, % at 11.8 µM. 350,000 tested, 0.59% active. HEK293 CRF-R2/CRF-BP, CRF-induced calcium fluorescence;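 active = inhibition of the ligand-induced calcium signal above about 50% at the single tested concentration, limit read from the data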
IDE inh – inhibitors of human insulin-degrading enzyme in cells | HEK cells, FAbetaB cleavage, fluorescence polarization | P14735 | AID 434962 | 320,000 tested, 0.41% active | inhibition, % at 5.59 µM;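 active = percent inhibition above the average of all tested compounds plus 3 SD, set per screening campaign, cut at about 16% in these data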;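 also: IDE supplied by intact live HEK cells; FP after avidin binding of uncleaved biotin substrate so inhibition keeps polarization high; 0% = DMSO wells and 100% = 60 µM reference IDE inhibitor Ii1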
IDE act – boosts human insulin-degrading enzyme activity in HEK cells; P14735; FAbeta-B cleavage, fluorescence polarization; 0% vehicle, 100% cell-free pure enzyme wells; activation, % at 5.96 µM; 340,000 tested, 0.073% active;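 active = activation above the mean of all tested compounds plus 3 SD, set per screening campaign, cut at about 17% in these data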
M4 PAM – potentiates acetylcholine response at human M4 receptor. activation, % at 3 µM. 360,000 tested, 0.4% active. CHO-K1 hM4/Gqi5, Fluo-8 calcium fluorescence, ACh EC20; 0% = ACh EC20, 100% = maximal ACh;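 active = activation above its plate's cutoff, the mean activation of sample wells plus 3 SD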; also: some results filed as inactive read as strong as hits
Target sequence (P08173 whole entry, looked up): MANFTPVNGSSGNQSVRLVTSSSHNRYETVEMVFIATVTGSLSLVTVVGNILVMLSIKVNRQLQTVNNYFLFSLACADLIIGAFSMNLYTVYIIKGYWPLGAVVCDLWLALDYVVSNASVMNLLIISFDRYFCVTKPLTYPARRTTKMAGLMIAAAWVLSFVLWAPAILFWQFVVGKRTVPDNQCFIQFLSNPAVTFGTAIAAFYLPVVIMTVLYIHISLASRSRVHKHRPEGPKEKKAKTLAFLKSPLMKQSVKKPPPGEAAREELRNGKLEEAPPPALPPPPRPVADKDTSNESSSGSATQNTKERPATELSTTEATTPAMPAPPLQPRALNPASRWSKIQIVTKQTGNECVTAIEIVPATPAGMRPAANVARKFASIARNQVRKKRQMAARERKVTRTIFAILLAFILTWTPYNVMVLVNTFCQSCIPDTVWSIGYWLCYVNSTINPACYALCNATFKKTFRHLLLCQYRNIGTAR
p-CIP stab down – lowers stability of the mouse p/CIP coactivator protein; Q05BA5; F442A p/CIP-EGFP cells, EGFP fluorescence, 16 h; decrease of EGFP signal, % at 10 µM; 290,000 tested, 0.01% active;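 active = EGFP signal decrease of at least 30% at 10 µM or well 3 SD below plate mean, unless failing retest; inactive = the rest, including hits failing retest or dose response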; also: some compounds called inactive have numbers as strong as hits; many of its hits are not listed in these tables
CRFR2-BP ag – CRF-BP/CRF-R2 complex agonism | HEK293 CRF-R2/CRF-BP, calcium dye fluorescence (FLIPR); percent of saturating CRF peptide response | activation, % at 13.2 µM | 350,000 tested, 0.46% active;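 active = activation of at least 50%, plus an integration ratio under a set limit after plate pattern correction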;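 also: plate controls were neutral control wells without compound for no effect and CRF at EC100 for full effect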
Numbers without * were called inactive; nt = no result given. Rows are unselected, and some 4.2% of all compounds hit somewhere here.

Structure	IDE inh	CRFBP-R2 block	IDE act	GalR3 antagonist	CRFR2-BP ag	PHOSPHO1 inh	p-CIP stab down	MEKK3 PB1 HTS	M4 PAM
COc1ccc([N+](=O)[O-])cc1NC(=O)Nc1cccc(Cl)c1	-5	-5	2	2	1.4	-8	-21	86	5
COCCN(C(=O)/C=C/c1cccc([N+](=O)[O-])c1)c1c(N)n(Cc2ccccc2)c(=O)[nH]c1=O	3	-7	4	-6	1.6	20	-6	94	4
O=C(c1cc2ccccc2o1)N1CCN(S(=O)(=O)c2cccs2)CC1	4	-4	0	1	0.3	17	-1	100	0
O=C(NCc1ccco1)c1ccc(Cl)c(S(=O)(=O)N2CCc3ccccc32)c1	7	-20	4	-4	-6.3	14	-3	105	-3
Cc1cc([N+](=O)[O-])c(NC2CCCCC2)c([N+](=O)[O-])c1	0	-27	2	-8	-0.1	nt	nt	98	-9
CC(=O)Nc1ccc(S(=O)(=O)NC2CC(=O)N(c3cccc(F)c3)C2)cc1 (centres undefined)	0	-10	2	-5	-0.6	nt	nt	nt	0
CN(C)C(C(=O)Nc1cc(Cl)cc(Cl)c1)c1ccccc1 (centres undefined)	-3	-6	3	-11	-0.9	-142	-12	108	-5
CCC(=O)N1CCN(c2nc3ccc(Br)cc3s2)CC1	9	7	-14	-6	1.9	22	0	100	6
O=S(=O)(c1ccccc1F)N1CCN(C(=S)NCc2ccccc2)CC1	1	5	2	-6	-0.8	37	1	110	-7
COc1ccc(S(=O)(=O)NC2CCc3ccccc32)cc1OC (centres undefined)	-1	-4	1	-7	0.2	19	-3	101	-1
NC(=O)c1c[nH]c2ccccc12	4	-3	-4	-3	0.1	32	11	68	-1
CC(=O)Nc1ccc(S(=O)(=O)N(C)Cc2cnn(C)c2)cc1	-1	-2	5	-3	-0.3	28	0	106	-5
O=C(c1ccc2c(c1)OCCO2)C1CCN(S(=O)(=O)c2ccc(F)cc2)CC1	1	-3	4	-3	0.6	52	-3	106	-3
CS(=O)(=O)N1CCN(C(=O)c2cc(-c3cccnc3)nc3ccc(Br)cc23)CC1	0	14	4	-1	-0.9	-16	12	101	-2
Cc1ccc(NC(=O)CN(C)CC(=O)Nc2cccc(F)c2)cc1S(=O)(=O)N1CCCCCC1	6	1	3	-6	0.8	-30	0	nt	-10
N[C@@H](Cc1ccc(O)cc1)c1nnc([C@H](CCC(=O)O)NC(=O)C2CCNCC2)o1	1	-4	6	-3	0.1	-20	-6	92	2
COc1cccc(CNC(=S)Nc2ccc(Cl)cc2C)c1	-5	18	2	-3	-2.6	nt	7	100	-9
CCN(CC)S(=O)(=O)c1cccc(NC(=O)Nc2cccc(C(F)(F)F)c2)c1	-5	26	3	-6	13	8	3	102	-15
CC(=O)c1ccc(NC(=S)N2CCC(O)CC2)cc1	2	16	0	0	2.5	-7	-12	100	20
Cc1cc(C)n2nc(SCc3nnc(-c4cccs4)o3)nc2n1	8	2	-3	-4	0.2	22	-17	115	10
CCOc1ccc(C(=O)CN2CCN(S(=O)(=O)c3ccc(F)cc3)CC2)cc1	1	14	-10	-2	-3.1	36	5	nt	4
Cc1ccc2[nH]c3c(c2c1)SC(C)(C)CC3=O	-8	-16	-1	-8	-1.6	18	-7	102	0
CCOC(=O)Cc1csc(NC(=O)C(C)(C)C)n1	-5	-18	8	-5	0.6	-3	-12	100	0
CN1CCN(S(=O)(=O)c2ccc(Cl)c3ccccc23)CC1	5	27	7	2	0.2	6	-1	102	4
CN(C(=O)CSc1nc2ccccc2n1CCc1ccccc1)C1CCS(=O)(=O)C1 (centres undefined)	-2	26	2	-3	-1.1	6	-6	102	-3
CCN(/N=C/c1cccs1)c1cc(=O)n(C)c(=O)[nH]1	-1	14	-2	-1	-1.0	-3	10	95	11
Cc1ccc(C(=O)N2CCN(S(=O)(=O)c3sc(C(=O)O)c(C)c3C(=O)O)CC2)s1	-6	4	-5	-2	1.8	nt	nt	nt	-1
Cc1cccc(-c2noc(CCC(=O)NCC3CCCO3)n2)c1 (centres undefined)	7	12	6	-7	-0.6	-6	1	101	2
COc1ccccc1OCCCn1c(=O)oc2ccccc21	-2	4	4	-2	-1.1	36	-2	94	1
O=c1[nH]c2cc(Cl)ccc2n1-c1ccccc1	-2	43	-3	0	1.8	9	6	110	9

Sorted by the number under CRFBP-R2 block (rising): three from the list above.
Structure	IDE inh	CRFBP-R2 block	IDE act	GalR3 antagonist	CRFR2-BP ag	PHOSPHO1 inh	p-CIP stab down	MEKK3 PB1 HTS	M4 PAM
CCN(/N=C/c1cccs1)c1cc(=O)n(C)c(=O)[nH]1	-1	14	-2	-1	-1.0	-3	10	95	11
CC(=O)c1ccc(NC(=S)N2CCC(O)CC2)cc1	2	16	0	0	2.5	-7	-12	100	20
CN(C(=O)CSc1nc2ccccc2n1CCc1ccccc1)C1CCS(=O)(=O)C1 (centres undefined)	-2	26	2	-3	-1.1	6	-6	102	-3

Other structures:
Structure	IDE inh	CRFBP-R2 block	IDE act	GalR3 antagonist	CRFR2-BP ag	PHOSPHO1 inh	p-CIP stab down	MEKK3 PB1 HTS	M4 PAM
O=C(COC(=O)c1ccc([N+](=O)[O-])o1)NCCCc1ccccc1	5	18	4	-5	-2.7	nt	nt	nt	3
CCc1ccccc1NC(=O)CN1C(=O)c2ccccc2S1(=O)=O	-2	0	-3	-9	0.0	-2	-1	93	2
O=C(Nc1ccc2c(c1)CCC2)Nc1ccc2c(c1)OCO2	-6	7	0	-2	-0.5	-20	7	94	-2
COC(=O)Cc1[nH]c(=O)[nH]c1C(=O)OC	8	5	-6	-7	3.0	16	-9	93	21
Cc1ccc(C(=O)NC(=S)Nn2cnnc2)cc1	3	-2	0	3	-1.1	8	-11	92	15
COc1cc(-c2nc(CN3CCN(c4ncccn4)CC3)c(C)o2)ccc1F	3	-1	5	-6	-2.3	23	-11	98	3
CC(C)(C)C(=O)COC(=O)c1cccc(NC(=O)c2ccco2)c1	4	9	4	-3	-0.5	-18	7	98	-5
Cc1ccc(NC(=O)c2ccc(Cl)c(S(=O)(=O)N3CCCC3)c2)nc1	2	-16	0	-3	1.1	nt	nt	nt	-3
COc1ccc(S(=O)(=O)N2CCCCC2)cc1NC(=S)Nc1cccc(Cl)c1C	6	9	-2	4	-2.2	-11	0	101	2
O=C(COC(=O)CNC(=O)c1ccc(Cl)cc1)Nc1cccc(S(=O)(=O)N2CCCC2)c1	1	-22	4	-5	-1.1	19	6	99	-13
Nc1nc2ncc(CNc3ccc(C(=O)N[C@@H](CCC(=O)O)C(=O)O)cc3)nc2c(=O)[nH]1	4	-21	4	-6	2.5	-18	6	99	5
Oc1ccc(Cl)cc1CNc1cccc2cccnc12	0	5	-3	-10	-0.6	3	-7	88	-1
Cc1ccc(Nc2[nH]c(=O)c3ccccc3c2C(=O)c2ccccc2)cc1	6	1	nt	nt	1.8	nt	nt	101	nt
CCOC(=O)c1nnn2c1nc(N1CCCCC1)c1ccccc12	-2	7	5	0	1.6	3	11	97	-12
CCS(=O)(=O)C1=NN2C(=N)/C(=C\c3ccc(SCc4ccco4)o3)C(=O)N=C2S1	nt	-16	-7	-8	20	-146	-30	103	-4
Cc1cccc(C)c1NC(=O)CC(NCCc1ccccc1)C(=O)O (centres undefined)	-4	14	0	-7	0.1	1	-11	93	-2
O=c1c(CN2CCN(c3cccc(Cl)c3)CC2)coc2c(Cl)cc(Cl)cc12	4	-41	-2	-6	6.0	24	-1	nt	1
Cc1cc(Nc2nc3ccccc3nc2Cl)n(-c2ccccc2)n1	2	-13	-4	-5	-0.8	-23	0	104	0
Cc1cc(S(=O)(=O)N2CCCCC2)ccc1OCC(=O)N1CCOCC1	-7	-4	4	1	1.4	nt	0	94	-4
C#CCSc1nnc(-c2sc3ccccc3c2Cl)o1	2	1	-3	-8	6.8	16	-13	nt	-5
O=C(CN1C(=O)CCSc2ccccc21)NC1CCCCC1	-2	-1	-1	-8	-0.1	22	-5	96	-1
O=C(NCc1ccccc1)c1onc(CSc2nc3ccccc3[nH]2)c1C(=O)NCc1ccccc1	1	-3	2	-8	0.1	15	1	103	11
Cn1cc(CN2CCCC(CO)(Cc3ccccc3)C2)c2ccccc21 (centres undefined)	2	-15	4	-10	-1.2	35	9	106	-9
NC(N)=NS(=O)(=O)c1ccc(N)cc1	4	13	-2	nt	2.0	4	-2	109	0
O=C(COc1ccccc1[N+](=O)[O-])NC1CC1	-2	5	2	3	-0.9	28	5	104	4
CCC(=O)Nc1ccc2ccccc2c1	-1	15	2	-4	-3.0	-5	8	93	8
COc1ccc2sc(-c3ccc(N(C)C)cc3)c(-c3ccc4cc[nH]c4c3)c2c1	-1	9	-2	1	4.2	nt	nt	nt	3
Cc1ccc(-c2ccccc2)n1-c1cccc(C(=O)O)c1	7	26	1	-2	-1.8	21	0	99	-3
CN(C)c1ccc(CNn2cnnc2SCC(=O)NC(C)(C)C)cc1	5	-5	-4	-3	0.6	49	-9	99	-13
CCN(CC)CCOC(=O)c1ccc(NC(=O)c2ccc(Cl)c(S(=O)(=O)N3CCCCCC3)c2)cc1	-3	-34	8	-3	15	37	4	108	-21
Cc1ccccc1NC(=O)CSc1nc(O)cc(=O)n1C	-3	16	-1	3	-1.1	13	-2	103	-7
COC(=O)Cn1cnc2c(C#N)c3n(c2c1=O)CCCC3	-1	6	0	-3	-1.2	10	-10	89	-5
Cc1c(C(=O)NCc2nnc(-c3ccccc3)o2)oc2c(F)cccc12	nt	-1	-8	-1	-5.1	26	0	104	3
CCOC(=O)C1(CCOC)CCN(Cc2cnc(-c3cccc(C)c3)nc2)CC1	-4	-18	5	0	-0.3	-3	4	102	-4
O=C(CN1CCCC1)Nc1nnc(-c2cccs2)s1	-2	8	-4	-4	1.0	-2	-16	101	8
COc1ccc(NS(=O)(=O)c2c(C)[nH]c(C)c2C(=O)N2CCCCC2)cc1Cl	1	0	-1	-8	-1.4	12	-2	102	2
COc1ccc(C(=O)NNS(=O)(=O)c2ccc(C)cc2)cc1	5	5	3	6	-0.3	-5	2	81	-1
CC12CCC(C(=O)Nc3ccccc3Cl)([C@H](Br)C1=O)C2(C)C (some centres undefined)	3	3	3	-8	-0.5	0	-2	97	-25
Cc1cccc(Cl)c1NC(=O)N1CCCN(c2ncccc2[N+](=O)[O-])CC1	2	4	5	-3	-1.5	25	6	101	-4
CC(=O)N(CN1C(=O)CCC1=O)c1cccc(Cl)c1	5	8	2	2	-1.8	8	5	100	8
Cc1ccc(S(=O)(=O)SCCCSS(=O)(=O)c2ccc(C)cc2)cc1	nt	36	-39	-5	3.4	nt	nt	nt	-7
COc1ccc(NC(=S)N2C3CCC2CC(NC(=O)NC24CC5CC(CC(C5)C2)C4)C3)c(OC)c1 (centres undefined)	-3	-4	0	-3	-0.9	4	11	103	-4
CC(=O)c1ccc(OCCCC(=O)OCC(=O)Nc2c(C)nn(-c3ccccc3)c2C)cc1	0	2	4	-5	-0.4	nt	nt	nt	1
Cn1ncc(N=Cc2ccc([N+](=O)[O-])cc2)c1C(=O)Nc1ccccc1	-1	-30	3	-1	-0.1	-16	-5	102	4
O=C(CSc1ncnc2ccccc12)N1CCNC1=O	4	-5	2	-5	0.4	nt	nt	nt	10
CCc1nnc(NC(=O)c2ccc(S(=O)(=O)N(CC)Cc3ccccc3)cc2)o1	8	-15	1	-3	0.0	28	-11	95	-5
CCSc1nnc(NC(=O)CSc2nc3c(c(=O)n2-c2ccccc2OC)SCC3)s1	6	-23	0	-8	0.8	-19	4	105	4
